# High-throughput results as filed in PubChem BioAssay.
# TcdB inh – blocks C. difficile toxin B glycohydrolase activity. P18177. TcdB glycohydrolase enzymatic assay, plate reader. inhibition, % at 9.99 µM. 350,000 compounds, 0.24% hits. AID 652162; in the data active = inhibition above about 10%
# Target sequence (P18177 whole entry, looked up): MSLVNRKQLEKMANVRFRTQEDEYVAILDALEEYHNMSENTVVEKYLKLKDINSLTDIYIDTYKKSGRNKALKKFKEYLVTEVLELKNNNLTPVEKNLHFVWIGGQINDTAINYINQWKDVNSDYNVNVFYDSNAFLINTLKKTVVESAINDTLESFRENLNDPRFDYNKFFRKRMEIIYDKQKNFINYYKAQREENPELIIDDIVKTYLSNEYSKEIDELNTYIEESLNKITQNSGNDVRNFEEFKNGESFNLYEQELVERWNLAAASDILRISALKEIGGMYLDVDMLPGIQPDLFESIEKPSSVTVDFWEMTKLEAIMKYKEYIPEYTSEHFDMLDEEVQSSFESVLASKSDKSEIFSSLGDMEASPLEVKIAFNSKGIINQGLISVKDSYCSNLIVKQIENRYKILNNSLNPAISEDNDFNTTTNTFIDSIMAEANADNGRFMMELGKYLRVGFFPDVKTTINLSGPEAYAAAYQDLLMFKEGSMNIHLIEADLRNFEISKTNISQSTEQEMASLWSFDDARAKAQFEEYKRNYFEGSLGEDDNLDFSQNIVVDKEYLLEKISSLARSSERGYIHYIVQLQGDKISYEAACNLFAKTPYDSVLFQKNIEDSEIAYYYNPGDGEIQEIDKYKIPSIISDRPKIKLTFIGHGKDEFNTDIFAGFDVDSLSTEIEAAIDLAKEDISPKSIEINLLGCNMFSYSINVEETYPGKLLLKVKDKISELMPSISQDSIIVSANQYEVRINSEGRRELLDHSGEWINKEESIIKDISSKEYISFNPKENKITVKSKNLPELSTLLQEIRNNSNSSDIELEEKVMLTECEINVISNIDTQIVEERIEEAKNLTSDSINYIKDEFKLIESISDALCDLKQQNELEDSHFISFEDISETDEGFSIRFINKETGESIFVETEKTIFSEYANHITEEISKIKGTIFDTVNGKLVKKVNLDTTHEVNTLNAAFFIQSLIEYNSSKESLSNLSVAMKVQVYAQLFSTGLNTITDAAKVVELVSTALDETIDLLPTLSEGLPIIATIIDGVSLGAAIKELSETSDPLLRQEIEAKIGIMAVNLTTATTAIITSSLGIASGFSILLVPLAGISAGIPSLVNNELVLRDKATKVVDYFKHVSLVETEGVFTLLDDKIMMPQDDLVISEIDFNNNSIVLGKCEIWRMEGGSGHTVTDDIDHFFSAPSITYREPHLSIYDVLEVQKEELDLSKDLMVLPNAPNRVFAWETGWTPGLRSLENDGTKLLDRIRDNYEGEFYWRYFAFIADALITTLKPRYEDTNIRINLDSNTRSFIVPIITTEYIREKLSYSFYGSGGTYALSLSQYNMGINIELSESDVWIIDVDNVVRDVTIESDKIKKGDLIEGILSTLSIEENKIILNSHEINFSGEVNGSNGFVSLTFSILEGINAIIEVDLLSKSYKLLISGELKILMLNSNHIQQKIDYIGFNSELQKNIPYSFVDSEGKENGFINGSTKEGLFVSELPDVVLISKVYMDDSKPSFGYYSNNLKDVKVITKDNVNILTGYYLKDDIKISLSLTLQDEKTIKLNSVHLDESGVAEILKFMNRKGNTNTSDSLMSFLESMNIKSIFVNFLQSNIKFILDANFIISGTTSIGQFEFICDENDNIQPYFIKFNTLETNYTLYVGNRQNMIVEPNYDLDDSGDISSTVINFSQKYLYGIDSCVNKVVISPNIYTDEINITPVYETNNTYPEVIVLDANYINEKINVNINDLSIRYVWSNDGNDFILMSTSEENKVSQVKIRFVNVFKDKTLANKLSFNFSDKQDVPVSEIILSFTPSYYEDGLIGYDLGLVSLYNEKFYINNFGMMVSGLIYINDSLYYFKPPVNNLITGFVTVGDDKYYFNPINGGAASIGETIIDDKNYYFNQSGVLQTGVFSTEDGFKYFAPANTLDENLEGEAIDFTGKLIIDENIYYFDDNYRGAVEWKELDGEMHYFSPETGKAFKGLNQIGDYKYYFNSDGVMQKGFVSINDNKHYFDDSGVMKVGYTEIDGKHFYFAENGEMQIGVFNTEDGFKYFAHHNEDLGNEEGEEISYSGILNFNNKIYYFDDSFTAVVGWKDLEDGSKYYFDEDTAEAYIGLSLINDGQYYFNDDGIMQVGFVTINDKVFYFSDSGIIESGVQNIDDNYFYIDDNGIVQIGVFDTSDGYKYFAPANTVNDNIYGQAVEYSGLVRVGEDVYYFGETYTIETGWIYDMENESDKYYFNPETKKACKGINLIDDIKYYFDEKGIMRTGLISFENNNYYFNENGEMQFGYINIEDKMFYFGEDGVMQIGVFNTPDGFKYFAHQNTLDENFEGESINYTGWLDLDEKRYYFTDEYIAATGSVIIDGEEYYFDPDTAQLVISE
# An asterisk follows results filed as active. The list is partial; the hit share may differ from the screen's.
# Start of the listing, in advance:
SMILES | TcdB inh
COc1ccc(NC(=O)Nc2ccc3c(c2)[C@@H]2C[C@H](CC(=O)NC4CCCC4)O[C@H](CO)[C@@H]2O3)cc1 | 0.0
CS(=O)(=O)N1[C@H](C#N)[C@H](c2ccccc2-c2ccccc2F)[C@@H]1CO | -1.3
C[C@@H]1CCCCO[C@H](CN(C)Cc2ccncc2)[C@@H](C)CN([C@@H](C)CO)C(=O)c2cc(NC(=O)Nc3ccc4c(c3)OCO4)ccc2O1 | 1.1
C[C@@H]1CN([C@@H](C)CO)C(=O)Cc2cc(NS(=O)(=O)c3ccccc3)ccc2O[C@@H]1CN(C)Cc1ccc(-c2ccccc2)cc1 | -0.3
C[C@@H]1CN([C@H](C)CO)C(=O)Cc2cc(NC(=O)C3CC3)ccc2O[C@H]1CN(C)S(=O)(=O)c1ccccc1 | 1.1

# This part in full, previewed entries included:
SMILES | TcdB inh
COc1ccc(NC(=O)Nc2ccc3c(c2)[C@@H]2C[C@H](CC(=O)NC4CCCC4)O[C@H](CO)[C@@H]2O3)cc1 | 0.0
CS(=O)(=O)N1[C@H](C#N)[C@H](c2ccccc2-c2ccccc2F)[C@@H]1CO | -1.3
C[C@@H]1CCCCO[C@H](CN(C)Cc2ccncc2)[C@@H](C)CN([C@@H](C)CO)C(=O)c2cc(NC(=O)Nc3ccc4c(c3)OCO4)ccc2O1 | 1.1
C[C@@H]1CN([C@@H](C)CO)C(=O)Cc2cc(NS(=O)(=O)c3ccccc3)ccc2O[C@@H]1CN(C)Cc1ccc(-c2ccccc2)cc1 | -0.3
C[C@@H]1CN([C@H](C)CO)C(=O)Cc2cc(NC(=O)C3CC3)ccc2O[C@H]1CN(C)S(=O)(=O)c1ccccc1 | 1.1
CN(C)CC(=O)Nc1ccc2c(c1)[C@H]1C[C@@H](CC(=O)NCC3CC3)O[C@H](CO)[C@H]1O2 | -1.0
COCCNC(=O)C[C@H]1CC[C@H]2[C@@H](COC[C@@H](O)CN2Cc2cccc(-c3ccncc3)c2)O1 | -5.2
CCS(=O)(=O)N1CC2(CN(Cc3ccc4c(c3)OCO4)[C@@H](CO)c3c2c2ccc(OC)cc2n3C)C1 | -0.8
CCC(=O)N(C)C[C@H]1Oc2ncc(-c3ccccc3F)cc2C(=O)N([C@@H](C)CO)C[C@@H]1C | 1.6
C[C@H]1CCCCO[C@H](CN(C)C(=O)Nc2ccccc2)[C@@H](C)CN([C@@H](C)CO)C(=O)c2cc(NC(=O)c3ccncc3)ccc2O1 | 1.1
COc1ccc(S(=O)(=O)N(C)C[C@H]2OCCCC[C@H](C)Oc3ccc(NC(=O)c4ccncc4)cc3C(=O)N([C@@H](C)CO)C[C@H]2C)cc1 | 0.8
COc1ccc(C#Cc2cnc3c(c2)C(=O)N([C@@H](C)CO)C[C@H](C)[C@@H](CN(C)C(C)=O)O3)cc1 | -1.4
CO[C@@H]1CN(C)C(=O)c2ccc(NC(C)=O)cc2OC[C@@H](C)N(C(=O)c2ccc(F)cc2)C[C@@H]1C | 0.2
CN(C)CC#Cc1ccc([C@@H]2[C@@H](CO)N3CCCCN(S(=O)(=O)c4ccccc4F)C[C@@H]23)cc1 | -0.4
CCC(=O)N1CC2(C1)[C@H](c1ccc(-c3ccccc3)cc1)[C@H](CO)N2S(C)(=O)=O | 0.0
CO[C@H]1CN(C)C(=O)c2cc(NC(=O)c3nc4ccccc4s3)ccc2OC[C@@H](C)N(Cc2ccncc2)C[C@H]1C | 1.4
C[C@@H]1CN([C@H](C)CO)C(=O)c2cc(NC(=O)Cc3ccccc3)ccc2O[C@H]1CN(C)CC1CC1 | -1.1
COc1ccc(S(=O)(=O)Nc2ccc3c(c2)C(=O)N([C@@H](C)CO)C[C@H](C)[C@@H](CN(C)C(=O)NC(C)C)OCCCC[C@H](C)O3)cc1 | -12
COc1ccc(CN2[C@H](CO)[C@H]3c4ccccc4N(C(=O)Nc4ccccc4)C[C@H]32)cc1 | 2.7
COc1ccc(CN(C)C[C@H]2Oc3c(NC(=O)Nc4ccccc4)cccc3C(=O)N([C@@H](C)CO)C[C@H]2C)cc1 | -0.2
CO[C@@H]1CN(C)C(=O)c2cc(NC(=O)NC(C)C)ccc2OC[C@H](C)N(C)C[C@H]1C | -1.7
C[C@@H]1CN([C@@H](C)CO)S(=O)(=O)c2ccc(C#Cc3ccccc3)cc2O[C@@H]1CN(C)C(=O)Nc1ccc2c(c1)OCO2 | -0.8
COc1ccc2c3c(n(C)c2c1)[C@H](CO)N(C(=O)C1CC1)CC31CCN(C(=O)CN(C)C)CC1 | -0.1
C[C@H](CO)N1C[C@H](C)[C@@H](CN(C)S(=O)(=O)c2ccc(Cl)cc2)Oc2ccc(NC(=O)Cc3ccccc3)cc2C1=O | -1.1

# Looked up above.
# TcdB inh result of CO[C@@H]1CN(C)C(=O)c2cc(NC(=O)NC(C)C)ccc2OC[C@H](C)N(C)C[C@H]1C stands at -1.7
# TcdB inh result of C[C@@H]1CN([C@H](C)CO)C(=O)c2cc(NC(=O)Cc3ccccc3)ccc2O[C@H]1CN(C)CC1CC1 stands at -1.1

# Other structures.
SMILES | TcdB inh
CCC(=O)N(C)C[C@H]1Oc2ncc(C#CCc3ccccc3)cc2C(=O)N([C@H](C)CO)C[C@@H]1C | -0.7
CN(C)C(=O)C[C@H]1C=C[C@@H](NC(=O)C2CCC2)[C@@H](CO)O1 | 1.0
C[C@H]1CN([C@@H](C)CO)C(=O)Cc2cc(NC(=O)c3ccncc3)ccc2O[C@@H]1CN(C)C(=O)Nc1cccc2ccccc12 | 0.7
CC(C)CC#Cc1cnc2c(c1)C(=O)N([C@@H](C)CO)C[C@@H](C)[C@H](CN(C)C(=O)c1ccc3c(c1)OCO3)O2 | 0.8
O=C(NCC(F)(F)F)[C@@H]1[C@@H](CO)[C@@H]2Cn3c(cccc3=O)[C@@H]2N1C(=O)C1CC1 | 0.6
C/C=C/c1cnc2c(c1)C(=O)N([C@H](C)CO)C[C@H](C)[C@@H](CN(C)C(=O)c1ccc3c(c1)OCO3)O2 | -0.3
CO[C@H]1CN(C)C(=O)c2ccc(NC(=O)Cc3ccccc3)cc2OC[C@@H](C)NC[C@@H]1C | 0.0
C[C@H]1CN([C@@H](C)CO)C(=O)c2cc(C#Cc3ccc(F)cc3)cnc2O[C@H]1CN(C)S(C)(=O)=O | 1.2
C[C@@H]1CN([C@H](C)CO)C(=O)c2cccc(NC(=O)c3ccncc3)c2O[C@H]1CN(C)Cc1ccc(Cl)c(Cl)c1 | 0.7
C[C@@H]1CN([C@@H](C)CO)C(=O)c2c(c3ccccc3n2C)-c2ccccc2CO[C@H]1CN(C)C(=O)[C@@H](Cc1ccccc1)N(C)C | 0.4
C[C@@H]1CN([C@H](C)CO)C(=O)Cc2cc(NC(=O)Nc3ccc4c(c3)OCO4)ccc2O[C@@H]1CN(C)C(=O)Nc1cccc2ccccc12 | -0.5
COCCCN1C(=O)[C@@]2(Cc3ccccc31)c1ccccc1C(=O)N(C1CCCCC1)[C@H]2c1ccc(CO)cc1 | 1.0
C[C@@H]1CN([C@@H](C)CO)C(=O)c2cc(NC(=O)Cc3ccccc3)ccc2O[C@H]1CN(C)C(=O)Nc1cccc2ccccc12 | -1.5
Cc1ccc(S(=O)(=O)N(C)C[C@@H]2OCCCC[C@@H](C)Oc3ccc(NC(=O)c4ccncc4)cc3C(=O)N([C@@H](C)CO)C[C@@H]2C)cc1 | 0.7
CCNC(=O)C[C@@H]1CC[C@@H]2[C@H](COC[C@H](O)CN2C(=O)Nc2c(C)noc2C)O1 | 1.1
C[C@@H]1CN([C@@H](C)CO)C(=O)Cc2cc(NC(=O)c3ccncc3)ccc2O[C@H]1CN(C)S(=O)(=O)c1cccs1 | -0.3
COc1ccccc1C#Cc1cnc2c(c1)C(=O)N([C@@H](C)CO)C[C@@H](C)[C@H](CN(C)C(=O)CN(C)C)O2 | 0.6
COc1ccc(CN(C)C[C@@H]2OCCCC[C@@H](C)Oc3ccc(NC(=O)c4ccccc4)cc3C(=O)N([C@@H](C)CO)C[C@H]2C)cc1 | -0.9
CCCNC(=O)[C@@H]1[C@@H](CO)[C@@H]2Cn3c(ccc(-c4ccccc4)c3=O)[C@@H]2N1C(=O)C1CC1 | -0.7
C[C@H]1CN([C@@H](C)CO)C(=O)c2cc(/C=C/c3ccccc3)cnc2O[C@@H]1CN(C)C(=O)C1CCOCC1 | -0.6
O=C(Cc1ccncc1)NCC[C@H]1CC[C@H](NC(=O)C2CCC2)[C@H](CO)O1 | -0.7
COC(=O)[C@H]1[C@H](CO)[C@H]2Cn3c(ccc(-c4ccc(F)cc4)c3=O)[C@@H]1N2Cc1ccccc1 | 1.3
C[C@@H]1CN([C@@H](C)CO)C(=O)Cc2cc(NC(=O)CCC(F)(F)F)ccc2O[C@@H]1CN(C)C(=O)Nc1cccc2ccccc12 | 1.3
O=C(Cc1ccncc1)NCC[C@H]1CC[C@H](NC(=O)C2CC2)[C@@H](CO)O1 | -8.4
C[C@@H]1CN([C@@H](C)CO)C(=O)c2cc(NC(=O)Nc3cccc4ccccc34)ccc2O[C@@H](C)CCCCO[C@H]1CN(C)C(=O)C1CCCCC1 | -2.0
C/C=C/c1ccc([C@H]2[C@@H](CO)N(C(=O)c3cccnc3)[C@H]2C#N)cc1 | -1.6
CC(=O)Nc1ccc2c(c1)C(=O)N(C)[C@H]1CC[C@@H](CC(=O)NCC3CC3)O[C@H]1CO2 | -0.5
COCC(=O)N1C[C@@H]2[C@H](c3ccccc31)[C@H](CO)N2C(=O)c1ccncc1 | -1.2
C[C@H]1CN([C@@H](C)CO)C(=O)c2cc(NC(=O)CCN3CCOCC3)ccc2O[C@H]1CN(C)S(=O)(=O)c1cccs1 | 0.4
C[C@@H]1CN([C@H](C)CO)C(=O)c2cc(NC(=O)CCC(F)(F)F)ccc2O[C@@H]1CN(C)S(C)(=O)=O | -0.2
COc1ccc(CN(C)C[C@@H]2OCCCC[C@@H](C)Oc3ccc(NS(=O)(=O)c4ccc(Cl)cc4)cc3C(=O)N([C@H](C)CO)C[C@H]2C)cc1 | 0.4
Cc1cccc(-c2ccc([C@@H]3[C@H]4CN(C(=O)c5cccnc5)CC(=O)N4[C@H]3CO)cc2)c1 | -0.1
O=C(C1CCC1)N1CC2(C1)[C@@H](c1ccccc1)[C@H](CO)N2C(=O)c1cccnc1 | -0.4
C[C@@H]1CN([C@H](C)CO)C(=O)c2cccc(NC(=O)c3cnccn3)c2O[C@H]1CN(C)CC1CC1 | 0.3
CN(C)CC(=O)N[C@@H]1CC[C@@H](CCNS(=O)(=O)c2ccccc2)O[C@H]1CO | -0.1
COCCNC(=O)C[C@@H]1C[C@H]2c3cc(NC(=O)Nc4ccc(OC)cc4)ccc3O[C@H]2[C@H](CO)O1 | -1.8
COc1cccc(-c2ccc3c(c2)[C@@H]2[C@@H](CCN2S(=O)(=O)c2cn(C)cn2)[C@@H](CO)N3)c1 | -5.1
C[C@H](CO)N1C[C@H](C)[C@H](CN(C)C(=O)c2ccccn2)Oc2ncc(C#Cc3ccccc3)cc2C1=O | 0.0
COCC(=O)Nc1ccc2c(c1)OC[C@H](C)N(C(=O)c1cccnc1)C[C@@H](C)[C@@H](OC)CN(C)C2=O | 0.0
O=C(NCC1CC1)[C@@H]1[C@@H](CO)[C@@H]2Cn3c(ccc(-c4ccncc4)c3=O)[C@@H]2N1Cc1cocn1 | -0.4
C[C@H]1CN([C@@H](C)CO)C(=O)c2cc(NC(=O)Nc3ccc(F)cc3)ccc2O[C@H]1CN(C)Cc1ccc(C(=O)Nc2ccccc2N)cc1 | -2.2
C[C@H](CO)N1C[C@H](C)[C@@H](CN(C)CC2CCCCC2)Oc2c(NC(=O)CCCCCC(=O)Nc3ccccc3N)cccc2C1=O | 1.6
CN1[C@@H]2Cn3c(ccc(C4=CCCC4)c3=O)[C@H]1[C@@H](C(=O)NC1Cc3ccccc3C1)[C@@H]2CO | -0.7
CCNC(=O)C[C@@H]1CC[C@@H](NC(=O)C2CC2)[C@@H](CO)O1 | -1.5
Cc1noc(C)c1NC(=O)NCC[C@@H]1CC[C@@H](NC(=O)Nc2cccc(F)c2)[C@H](CO)O1 | 0.7
C[C@@H]1CN([C@H](C)CO)S(=O)(=O)c2ccc(C#Cc3ccccc3F)cc2O[C@@H]1CN(C)C(=O)c1ccc2c(c1)OCO2 | 0.4
O=C(Nc1ccc(F)cc1)N1CC(=O)N2[C@H](CO)[C@H](c3ccc(C#Cc4ccc(F)cc4)cc3)[C@H]2C1 | -0.2
CN(C)CC#Cc1ccc([C@@H]2[C@@H](CO)N3CCCCN(CC4CC4)C[C@@H]23)cc1 | -0.2
COc1cccc(S(=O)(=O)Nc2ccc3c(c2)[C@@H]2C[C@@H](CC(=O)NCCc4ccccc4)O[C@@H](CO)[C@@H]2O3)c1 | 0.6
CCCNC(=O)N1CC2(CN(Cc3ccc(F)cc3)C2)c2c([nH]c3cc(OC)ccc23)[C@H]1CO | 3.5
C[C@@H]1CN([C@@H](C)CO)C(=O)c2cccc(NC(=O)CCCCCC(=O)Nc3ccccc3N)c2O[C@H]1CN(C)S(=O)(=O)c1ccc(F)cc1 | -0.3
C[C@H](CO)N1C[C@H](C)[C@@H](CN(C)Cc2ccc(C(=O)O)cc2)Oc2c(NC(=O)Nc3ccccc3)cccc2C1=O | -2.9
CO[C@@H]1CC[C@H]2CCOc3c(C#N)cccc3C(=O)N(C)C[C@@H](OC)[C@H](C)C(=O)N(C)C[C@@H]1O2 | -0.7
CO[C@@H]1CN(C)C(=O)c2cc(NS(=O)(=O)c3ccc(C)cc3)ccc2OC[C@@H](C)N(C(=O)NC(C)C)C[C@@H]1C | 0.6
CC(C)NC(=O)Nc1ccc2c(c1)C(=O)N([C@H](C)CO)C[C@H](C)[C@H](CN(C)C(=O)Nc1ccc(F)cc1)O2 | 0.4
Cc1ccc(-c2cnc3c(c2)C(=O)N([C@@H](C)CO)C[C@H](C)[C@@H](CN(C)C(=O)Cc2ccncc2)O3)cc1 | -0.3
Cc1ccc(S(=O)(=O)Nc2ccc3c(c2)C(=O)N([C@@H](C)CO)C[C@H](C)[C@@H](CN(C)C(=O)Nc2cccc4ccccc24)OCCCC[C@@H](C)O3)cc1 | 0.4
